# Screening data (PubChem BioAssay)
# FBPA coupling cs – qHTS Assay for Inhibitors of Fructose-1,6-bisphosphate Aldolase from Giardia Lamblia: Coupling assay counterscreen | coupling enzyme system counterscreen, AmpLite Red fluorescence | activity change, negative = inhibition, % at 58.2 µM, hits read low | actives 0.67% (n = 290,000); in the data active = activity change below about -30%; also: % is scaled to controls: 0 for no effect and ±100 for the full control effect
#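 Counterscreen lacking aldolase: glyceraldehyde-3-phosphate coupling-enzyme reagent preincubated 10 min at RT with compound (at 57.5 uM final), then substrate/coupling system with AmpLite Red added; fluorescence read at 525/598 nm after 20 min RT.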
# BCR signal inh – qHTS Assay to Find Inhibitors of Chronic Active B-Cell Receptor Signaling; ABC-DLBCL IkBa-CBG/CBR reporter, luminescence ratio, 4 h; Potency, µM (top dose mostly 46.1 µM), for inactives: at the top dose ratio change, negative = lower green/red ratio, usual class: inhibitors; actives 0.05% (n = 340,000); AID 493014, 2011; active = well fitted inhibition curve with a large enough effect in the signal ratio, with a control signal flat, not every such curve was filed as active; inconclusive = small, poorly fitted or top-dose-only effect, or effect the other way, or a change in a side signal; the % refers to the signal ratio;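 also: potency is read from the fitted curve at half-maximal effect; plate controls were basal doxycycline-induced cells for no effect and cells given 10 µM MG132 for full effect; MG132 reads +100%, hits lower the ratio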
#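 Cell line TMD8 (human ABC DLBCL), stably expressing tet-inducible CBG68-IkBa fusion and CBR; IMDM/0.5% FBS; cpd up to 46 uM; dox induction, 4 h, 37C/5% CO2; dual luminescence; green/red ratio; MG132 control.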
# TSHR antagonist – Antagonists of the Thyroid Stimulating Hormone Receptor: HTS campaign; actives 0.2% (n = 330,000); Thyrotropin receptor (Homo sapiens), P16473; activity change, negative = inhibition, % at 11.5 µM; TSHR-expressing cells, TSH-stimulated cAMP HTRF, 2 h; active compounds read low; AID 504810, 2011;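 active = activity change below a set negative limit, meaning inhibition stronger than a set level, cut at about -70% in these data; inconclusive = activity change between two set negative limits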; also: % is scaled to controls: 0 for no effect and ±100 for the full control effect
#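 Read-out is FRET at 665 nm (cryptate excitation 337 nm) from a cryptate-tagged anti-cAMP antibody, competed by cell cAMP against cAMP-d2. Compounds are tested on freshly harvested TSHR cells challenged with 4nM TSH (EC80) for 2 hours at 37 deg C.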
# AT treatment – qHTS Assay for Identifying a Potential Treatment of Ataxia-Telangiectasia | […] A-T fibroblasts, KAP-1 phosphorylation AlphaLISA; neocarzinostatin DNA damage 30 min before lysis | Potency, µM (doses to about 57.5 µM), without a hit: at the top dose activation, hits mostly activators | actives 0.19% (n = 320,000); also: potency is read from the fitted curve at half-maximal effect; % of control where 0% means no effect; nearly all actives have a fitted effect of over 45% in size
#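 ATM-like activity read as KAP-1 phosphorylation via AlphaLISA donor/acceptor antibody pairs after lysis and 6 hr at 25C. Cells were ATM-null patient fibroblasts ([…], hTERT), dosed 60 min, then exposed to the DSB inducer NCS for 30 min.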
# GALK inh – qHTS Assay for Inhibitors of Human Galactokinase (GALK); P51570; actives 0.007% (n = 270,000); Potency, µM (top dose mostly 57.5 µM), without a hit: at the highest dose activity change, negative = inhibition, most hits filed as inhibitors; Purified GALK, Kinase-Glo residual ATP luminescence; also: potency is read from the fitted curve at half-maximal effect; % is scaled to controls: 0 for no effect and ±100 for the full control effect
#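 Kinase-Glo Plus luminescence measured ATP left after a 1 h room-temperature reaction. The reaction used 5 nM GALK, 100 uM galactose and 35 uM ATP at pH 8.0 (20 mM HEPES, 5 mM MgCl2, 60 mM NaCl, 1 mM DTT, 0.01% BSA).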
# TCR activator – Activators of T cell receptors: qHTS campaign; Potency, µM (titrated, usually from 9.22 µM), for inactives: top-dose activation of IL-2 secretion, hits mostly activators; primary human leukocytes, anti-CD3, IL-2 HTRF, 48 h; 330,000 tested, under 10 active; also: % of control where 0% means no effect
#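 HTRF read-out of IL-2 secretion: europium cryptate donor excited at 320nm, d2 acceptor emission at 665nm. Cells were primary human leukocytes incubated 48 hr with compounds and a-CD3 beads, supplying TCR signal only.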
# Giardia killer – Small Molecules that selectively kill Giardia lamblia: qHTS | Giardia lamblia trophozoite viability | activity change, % at 7.66 µM, hits read low | actives 0.15% (n = 340,000) | AID 540267, 2011; in the data active = activity change below about -80%; inconclusive = between about -30% and that limit;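 also: parasites exposed to compound for two days anaerobically before the ATP read; % is scaled to controls: 0 for no effect and ±100 for the full control effect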
#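 ATP-content bioluminescence gauges trophozoite survival. Cells (100/well) receive compound and incubate anaerobically for 48 hrs at 37 deg C; detection reagent follows for 15-30 min at room temperature.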
# Tb PFK inh – qHTS Assay to Find Inhibitors of T. brucei phosphofructokinase. AID 485367, 2010. Potency, µM (highest dose often 57.5 µM), for the others: top-dose activity, negative = inhibition, usual class: inhibitors. actives 0.17% (n = 330,000). T. brucei PFK, ADP-Glo luminescence;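 also: potency is read from the fitted curve at half-maximal effect; 0% = uninhibited 1x PFK enzyme wells and -100% = no-enzyme wells; nearly all actives have a fitted effect of over 60% in size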
#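 1.25 nM PFK with 0.5 mM F6P and 0.1 mM ATP in 0.1 M TEA pH 8.0, 5 mM MgCl2, incubated 45 min at room temperature; ADP measured by ADP-Glo luminescence; compounds titrated up to 57 uM.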
# CXXC DNA block – qHTS Fluorescence Polarization Assay for Inhibitors of MLL CXXC domain - DNA interaction. Histone-lysine N-methyltransferase 2A (Homo sapiens), Q03164. MLL-CXXC / FITC-HOXA9 DNA fluorescence polarization. Potency, µM (titrated, usually from 115 µM), for the others: at the top dose activity change, negative = inhibition, hits mostly inhibitors. actives 0.037% (n = 290,000). AID 2662, 2010; active = well fitted inhibition curve with a large enough effect in the polarisation, with a control signal flat, not every such curve was filed as active; inconclusive = small, poorly fitted or top-dose-only effect, or effect the other way, or a change in a side signal; inactive = no such curve, though single readings can be large or run the other way; the % refers to the polarisation; also: potency is read from the fitted curve at half-maximal effect
#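 Purified MLL-CXXC (added from a 7 uM solution) was preincubated 5 min at ambient with pinned compounds in 50 mM Tris-HCl pH 7.5, 50 mM NaCl, 1 mM DTT, 0.05% BSA. Fluorescein-labeled HOX-A9 DNA (50 nM solution) followed, 30 min, then polarization read.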
# KCNH2 WT inh – qHTS for Inhibitors of KCHN2 3.1: Wildtype qHTS. actives 0.37% (n = 340,000). activity change, % at 1.84 µM. U2OS, BacMam KCNH2, thallium flux FluxOr; active compounds read low;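 active = maximum activity change below -70%; inconclusive = maximum activity change between -70% and -50%; inactive = maximum activity change above -50%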; also: % is scaled to controls: 0 for no effect and ±100 for the full control effect
# Target sequence (Q12809 whole entry, looked up): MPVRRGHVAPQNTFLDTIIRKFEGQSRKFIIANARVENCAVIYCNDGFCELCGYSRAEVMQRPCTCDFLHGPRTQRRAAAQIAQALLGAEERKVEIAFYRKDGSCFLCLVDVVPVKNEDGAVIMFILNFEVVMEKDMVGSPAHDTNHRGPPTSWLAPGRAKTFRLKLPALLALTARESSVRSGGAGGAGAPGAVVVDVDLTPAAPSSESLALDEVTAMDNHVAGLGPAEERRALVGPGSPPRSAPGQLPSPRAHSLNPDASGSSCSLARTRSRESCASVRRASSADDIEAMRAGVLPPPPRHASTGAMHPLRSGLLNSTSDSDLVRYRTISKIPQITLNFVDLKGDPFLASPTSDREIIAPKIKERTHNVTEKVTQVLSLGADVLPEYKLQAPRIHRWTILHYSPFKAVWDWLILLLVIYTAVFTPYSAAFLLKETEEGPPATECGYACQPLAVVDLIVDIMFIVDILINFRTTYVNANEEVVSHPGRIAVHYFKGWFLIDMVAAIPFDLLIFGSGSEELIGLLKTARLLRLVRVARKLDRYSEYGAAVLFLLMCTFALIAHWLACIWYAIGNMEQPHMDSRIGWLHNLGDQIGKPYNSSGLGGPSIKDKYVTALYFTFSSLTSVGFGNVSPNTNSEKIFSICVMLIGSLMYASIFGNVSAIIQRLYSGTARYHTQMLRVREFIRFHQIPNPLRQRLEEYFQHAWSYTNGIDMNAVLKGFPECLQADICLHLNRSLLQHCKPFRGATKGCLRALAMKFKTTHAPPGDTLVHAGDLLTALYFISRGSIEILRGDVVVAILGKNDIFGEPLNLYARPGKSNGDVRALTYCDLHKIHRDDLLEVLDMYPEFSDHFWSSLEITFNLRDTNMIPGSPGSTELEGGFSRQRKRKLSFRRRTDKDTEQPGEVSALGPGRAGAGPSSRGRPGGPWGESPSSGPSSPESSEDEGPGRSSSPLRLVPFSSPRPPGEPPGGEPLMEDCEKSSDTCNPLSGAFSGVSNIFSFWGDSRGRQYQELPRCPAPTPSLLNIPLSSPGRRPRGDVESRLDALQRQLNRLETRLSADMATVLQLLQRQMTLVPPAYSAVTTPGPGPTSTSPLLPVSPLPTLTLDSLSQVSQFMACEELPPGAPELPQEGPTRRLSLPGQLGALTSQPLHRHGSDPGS
#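 U2OS cells transduced with wild-type KCNH2 virus are loaded with FluxOr dye for 45 min, and thallium flux is measured in kinetic reads before and after stimulation buffer. Rate constants are normalized to DMSO controls.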
# An asterisk follows results filed as active; ? = inconclusive; / = no result given; & = joins results of further samples; [ ] = another dose, or the depositor's remark. Unless noted, calls follow the shape of the dose curve; as a rule, active = well fitted curve in the direction sought with a large enough effect; inconclusive = small, poorly fitted or top-dose-only effect, or another doubt; inactive = no such curve, though single readings can be large; an effect the other way counts as inactive or inconclusive.
SMILES	FBPA coupling cs	BCR signal inh	TSHR antagonist	AT treatment	GALK inh	TCR activator	Giardia killer	Tb PFK inh	CXXC DNA block	KCNH2 WT inh
COCCNC(=O)c1ccc(CS(=O)(=O)c2ccccc2)o1	-1	1%	8	2%	-1%	2%	-1	-1%	-15%	-2
O=C(C1CC(=O)N(c2ccccc2)C1)N1CCC(c2nc3ccccc3[nH]2)CC1 (stereo not drawn)	/	4%	12	-6%	/	2%	3	-8%	/	-3
Cc1ccc(C(=O)CSc2nnc(-c3ccccc3)n2-c2ccccc2)o1	0	10%	-23	-6%	-4%	-5%[46.1 µM]	9	4%	4%	3
CCCCC(=O)Nc1ccc(C(=O)Nc2cc(C(F)(F)F)ccc2Cl)cc1	5	?	1	-6%	/	-6%[46.1 µM]	-8	-2%	-3%	-21
CC(C)Cc1nnc(NC(=O)CCC(=O)NCCc2ccccc2)s1	3	-4%	26	4%	6%	-4%	-14	0%	3%	-9
Cc1ccc2c(CNCc3ccccc3)cc(=O)oc2c1	-1	?	-15	-3%	1%	-1%	19	-4%	11%	-1
O=C(COC(=O)c1ccc([N+](=O)[O-])o1)NCc1ccccc1	/	2%	1	9%	/	2%	-5	0%	/	-2
CC(=O)Nc1cccc(Oc2ccc3c(c2)C(=O)N(CCC(=O)O)C3=O)c1	-3	18%	23	/	-3%	-3%	14	-5%	-13%	3
O=c1[nH]c2cc(C(F)(F)F)ccc2n1-c1cc(C(F)(F)F)ccc1O	/	?	-16&-20	-2%	/	0%	5	-1%	?	3
O=C(CCC(=O)N(CC(=O)NC1CCCC1)c1ccccc1F)Nc1nccs1	0	?	-5	-4%	-2%	10%	7	3%	8%	2
CC1CCN(C(=O)CNC(=O)Cn2ccc3ccccc3c2=O)CC1	0	0%	0	10%	2%	0%	9	-8%	-7%	-3
Cc1nc(NCCNC(=O)c2ccco2)c2c(C)c(C)sc2n1	-1	-5%	-12	0%	-2%	0%	9	-2%	-2%	0
c1ccc(Oc2nc(-c3cccnc3)nc3ccccc23)cc1	1	7%	-7	8%	4%	-11%	-24	2%	-5%	-11
Cc1csc(SCC(=O)c2cc(C)n(Cc3cccs3)c2C)n1	-1	12%	-25	0%	-3%	-2%	?	0%	3%	-2
Cc1cc2ncc(S(=O)(=O)C(C)(C)C)c(N)n2n1	1	-8%	-6	2%	-2%	-7%	-9	-2%	5%	-1
CC1CC1C(=O)OCC(=O)Nc1cccc(S(=O)(=O)NC2=NCCCCC2)c1 (stereo not drawn)	3	7%	5	4%	0%	-3%	-20	-2%	-13%	-9
CC(C(=O)N1CCc2ccccc21)N1CCN(Cc2ccccc2)CC1 (stereo not drawn)	3	-4%	-1	-6%	-3%	-9%	-9	0%	-5%	6
COc1ccc(CCNS(=O)(=O)c2cnc(Cl)c(Br)c2)cc1OC	3	2%	3	-7%	-1%	-6%	-1	0%	1%	-2
O=C(CN1C(=O)S/C(=C\c2ccccc2Cl)C1=O)NC1C=CS(=O)(=O)C1 (stereo not drawn)	1	?	-7	-11%	-4%	-5%	-13	1%	-2%	-13
O=C(O)c1ccccc1NC(=O)C(Cc1ccccc1)N1C(=O)c2ccccc2C1=O (stereo not drawn)	-14	?	3	-1%	2%	-20%	0	-4%	1%	-7
COc1cc(/C=N/N=C2/NC(=O)C(CC(=O)O)S2)ccc1OCc1ccc(Cl)cc1 (stereo not drawn)	5	18%	4	2%	-1%	4%[46.1 µM]	6	0%	9%	4
O=C(NCC1CCCO1)c1cccs1 (stereo not drawn)	1	-2%	15	7%	1%	-3%	7	-3%	5%	0
CCCS(=O)(=O)c1c(S(=O)(=O)CCC)c2c(N)cccn2c1C(=O)c1ccc(F)cc1	-38*	?	-3	5%	-1%	-2%	17	-12%	-21%	3
Fc1ccc(CNCc2ccc3c(c2)OCO3)cc1	-2	-1%	-4	0%	-2%	-31%	-2	-1%	-2%	1
COc1ccc(-c2nnc3sc(-c4cccs4)nn23)cc1OC	-1	4%	-11	14%	0%	-3%	1	0%	-2%	-14
COc1cccc(CNC23CC4CC(CC(C4)C2)C3)c1OCc1ccccc1	4	?	6	2%	-2%	4%	21	1%	-5%	20
CCOC(=O)CSc1nnc(CSc2nc3sc4c(c3c(=O)[nH]2)CCC4)n1-c1ccccc1	0	21%	7	3%	-1%	4%	4	3%	-1%	0
Cc1cccc(N=C(NO)c2nonc2N)c1	-2	1%	0	3%	/	1%[46.1 µM]	-3	-1%	-5%	2
COc1ccc(CNC(=O)CN(c2cccc(OC)c2)S(C)(=O)=O)cc1	2	?	7	-6%	1%	3%	3	0%	4%	3
Cc1ccccc1Cn1nc(C)c(NC(=O)c2noc3c2CCc2ccccc2-3)c1C	-2	-12%	-31	-3%	-1%	-4%	-6	0%	-3%	-30
COC(=O)c1ccccc1NC(=O)CC(=O)Nc1ccccc1C(=O)OC	3	?	-1	20%	0%	-19%	-1	-3%	15%	0
CCOC(=O)CCSCC(=O)N1N=C(c2cccs2)CC1c1ccc(C)cc1 (stereo not drawn)	0	-2%	4	20%	0%	0%[46.1 µM]	-4	-2%	9%	4
Cc1nc2ccccc2nc(C)c1=NO	-4	9%	9	-1%	2%	-3%	-25	-4%	4%	-1
Cn1nc(C(=O)N2CCN(S(=O)(=O)c3ccccc3)CC2)c2ccccc2c1=O	3	-7%	9	5%	6%	-1%	-15	0%	3%	19
C[C@@H]1C=C(C(=O)NC2CC2)O[C@H](OCc2ccc(CO)cc2)C1	-1	-9%	4	-13%	-1%	2%	15	4%	12%	-4
CC(C)c1ccccc1OCC(O)CN(CC(O)COc1cccc2ccccc12)C(C)C (stereo not drawn)	-10	?	16	-11%	5%	10%	20	0%	-5%	18
CCOc1ccc(NC(=O)CCC(=O)NNC(=O)Nc2ccc(Cl)cc2)cc1	-2	?	-4	5%	5%	-17%	4	0%	-11%	3
CCOCCCNC(=O)C(c1ccc(Cl)cc1)N(Cc1ccc2c(c1)OCO2)C(=O)CNC(C)=O (stereo not drawn)	3	5%	7	0%	1%	-5%	17	2%	-1%	13
CC(C)N(Cc1nc(-c2ccccc2)no1)C(=O)C(C)(C)C	-3	?	-10	-4%	0%	2%	-5	-7%	-1%	1
Cc1cc(OCCn2ccnc2)cc(C(C)C)c1	-1	0%	3	4%	2%	4%[46.1 µM]	-11	-5%	10%	2
COc1cccc(C(=O)COC(=O)c2cccs2)c1	/	5%	-4	1%	1%	-10%	7	-3%	-6%	23
COc1cccc(Oc2nc(-c3ccncc3)nc3ccccc23)c1	3	12%	30	0%	/	0%	0	0%	2%	0
COC(=O)c1ccc(OCC(O)CN(CCO)CCO)cc1 (stereo not drawn)	3	0%	6	4%	9%	-4%	-11	3%	-6%	1
O=C(Nc1cccc(C(=O)N2CCCCC2)c1)c1ccccc1Br	/	-2%	13	-3%	-5%	3%	-14	3%	6%	-8
CC1CC(C)(C)NC(=S)N1CCCC(=O)N1CCN(c2ccc(F)cc2)CC1 (stereo not drawn)	1	-2%	5	-5%	2%	-7%	-10	0%	3%	3
Cc1ccc(C)c(NC(=O)CN(C)C(=O)c2ccc(-c3ccc(Cl)cc3)o2)c1	/	?	2	-5%	/	-2%	15	-1%	/	5
COc1ccc(NC(=O)CCNS(=O)(=O)c2ccc3[nH]c(=O)oc3c2)cc1Cl	6	-2%	1	4%	-3%	-4%	-10	-3%	8%	10
COc1cccc(NC(=O)COC(=O)CCSc2ccccc2)c1	/	0%	-11	-2%	/	-5%[46.1 µM]	-7	1%	/	-5
COc1ccc(/C=N/Nc2ncnc3c2[nH]c2ccc(C)cc23)c(OC)c1OC	-1	0%	-4	5%	-2%	-3%	-6	4%	-1%	-1
O=C(O)C1C2C=CC3(CN(Cc4ccccn4)C(=O)C13)O2 (stereo not drawn)	-1	-2%	14	2%	3%	0%	-1	4%	0%	-6
CCOC(=O)N1CCN(CC(O)COc2ccccc2C(C)CC)CC1 (stereo not drawn)	1	1%	2	3%	1%	9%	6	0%	0%	-9
